# NCI-60 one-dose screen, 48 h, at 10 µM unless noted. Numbers give growth in % (100 = growth as untreated, 0 = no growth, -100 = all killed).
# OVCAR-4: OVCAR-4 ovarian cancer cells | actives 3.7% (n = 80,000) | AID 1794784
# OVCAR-3: OVCAR-3 ovarian cancer; actives 7% (n = 79,000); AID 1794787
# SK-OV-3: SK-OV-3 ovarian cancer cells | actives 3.2% (n = 80,000)
# NCI/ADR-RES: NCI/ADR-RES ovarian cells; actives 4.4% (n = 81,000)
# OVCAR-5: OVCAR-5 ovarian cancer; actives 2.9% (n = 82,000); AID 1794783
# NCI-H23: NCI-H23 lung cancer. actives 4% (n = 80,000). AID 1794731
# IGROV1: IGROV1 ovarian cancer. actives 4.7% (n = 79,000)
# NCI-H522: NCI-H522 lung cancer. actives 8% (n = 78,000). AID 1794739
# OVCAR-8: OVCAR-8 ovarian cancer; actives 4.4% (n = 81,000)
# * marks the source's active call; other numbers are inactive results; x = no result given; & = joins results of further samples; [ ] = dose if it differs, or a comment. The calls were made as follows: active = growth percent below 10; inactive = the rest.
SMILES,OVCAR-4,OVCAR-3,SK-OV-3,NCI/ADR-RES,OVCAR-5,NCI-H23,IGROV1,NCI-H522,OVCAR-8
Nc1nc(N)c([N+](=O)[O-])c(=O)[nH]1,114,108,100,101,100,98,110,103,106
CC(=O)N[C@H](Cc1ccccc1)C(=O)N[C@H](CS)C(=O)N[C@@H](CCCCN)C(=O)N[C@@H](C)C(=O)N[C@H](Cc1ccccc1)C(=O)N[C@H](CCCNC(=N)N)C(=O)N[C@H](CCCNC(=N)N)C(=O)N[C@H](CCCNC(=N)N)C(=O)N[C@H](CCCNC(=N)N)C(=O)N[C@H](CCCNC(=N)N)C(=O)N[C@H](CCCNC(=N)N)C(=O)N[C@H](CCCNC(=N)N)C(=O)N[C@H](CCCNC(=N)N)C(N)=O,96,107,112,115,99,104,108,103,107
CCCCCCn1cc(COC(=O)[C@]2(C)CCC[C@]3(C)[C@H]4C[C@H]5C(C(C)C)=C[C@]4(CC[C@H]32)[C@@H]2C(=O)OC(=O)[C@@H]25)nn1,94,103,92,102,97,103,94,80,95
CSc1ccc(OCc2nc3ccccc3n2-c2cccc(NC(C)=O)c2)cc1,109&75,70&89,112&94,102&69,114&102,105&86,112&83,110&90,115&98
FC(F)(F)c1ccc(-c2ccc3c(c2)C2CC3CCN2Cc2ccccc2)cc1 (centres undefined),78,92,92,89,97,85,113,76,97
COCCn1cc(-c2nc(-c3ccsc3)cs2)c2cc(F)ccc21,105,104,94,94,94,82,98,72,95
CC[C@H](C)C(=O)O[C@H]1CCC=C2C=C[C@H](C)[C@H](CC[C@@H]3CC=CC(=O)O3)[C@H]21,103,73,100,91,112,97,84,56,82
O=C(CNC(=O)c1cccc2ccccc12)Nc1ccccc1Oc1ccc(O)cc1,70[5 µM],-6.3*[5 µM],29[5 µM],24[5 µM],40[5 µM],37[5 µM],38[5 µM],x,28[5 µM]
CC(=O)c1ccc2c(c1)CCC2,113&109,117&103,101&107,107&101,105&101,106&93,105&97,94,99&103
C[C@H](N)C(=O)N1CCCC(OC(=O)NC(C)(C)c2csc(-c3ccc(F)cc3)n2)C1 (some centres undefined),92,104,100,103,93,99,89,90,99
COc1cc(/C(C)=C(\c2ccc(Cl)cc2)c2ccc(OCCN3CCCC3)cc2)ccc1F,52,63,108,70,75,67,40,80,69
O=S(=O)(NCCNc1nccc(-n2ccc3cccnc32)n1)c1cccc(C(F)(F)F)c1,100,109,110,85,89,79,97,83,81
COc1cc2oc(C(=O)N[C@@H](Cc3ccccc3)C(=O)C(N)=O)c(C)c(=O)c2cc1OC,102,110,109,102,95,96,105,97,105
CCOC(=O)/C(N=Nc1c(C(=O)O)ccc2c1C(=O)c1ccccc1C2=O)=C(\C)O,111,109,99,103,102,95,106,94,99
O=c1ccn(C2OC(F)(CO)C(O)C2F)c(=O)[nH]1 (centres undefined),105,107,93,101,103,100,112,75,98
N#CC(C#N)=C1CCCCC1,113,93,102,102,88,104,105,74,99
c1ccc(C(c2ccccc2)c2nn3c(-c4cccnc4)nnc3s2)cc1,62,x,106,62,84,65,89,53,62
CC1=NN(Cc2nc(-c3ccc(Cl)cc3)n[nH]2)C(=O)C1,116,105,101,99,107,97,95,x,99
Nc1cc(=O)n([C@@H]2O[C@H](CO)[C@@H](O)[C@H]2O)c(=O)[nH]1,96,109,106,100,100,95,100,97,105
COC(=O)c1[nH]cnc1/N=N/N(C)CCO,105,99,98,96,93,96,109,92,109
Cc1c(Br)c(=O)n(-c2ccccc2)n1C,112,113,107,108,103,109,110,95,93
CCSc1nnc(-c2cc3ccccc3oc2=O)o1,101,92,99,106,80,96,85,98,106
c1ccc(-c2n(Cc3ccc4ccccc4c3)c3ccccc3[n+]2Cc2ccc3ccccc3c2)cc1,-4.9*,-84*,x,46,2.7*,-21*,-78*,x,-23*
Cc1noc(N)c1C(=O)Nc1ccc(C(F)(F)F)cc1,102,116,105,103,109,97,97,92,95
CCO/C=N/C1=C(C#N)C(c2ccc(Cl)cc2)c2sc3c(C)cccc3c2O1 (centres undefined),64,-31*,59,12,28,25,27,8.9*,28

# Remaining list, next part.
SMILES,OVCAR-4,OVCAR-3,SK-OV-3,NCI/ADR-RES,OVCAR-5,NCI-H23,IGROV1,NCI-H522,OVCAR-8
C#CCn1cc(C=C2C(=O)N(C)C(=O)N(C)C2=O)c2cc(Cl)ccc21,109,108,115,107,108,110,102,89,107
Cc1ccc(NC(=O)c2ccc(N3CCN(CCO)CC3)cc2)cc1NC(=O)c1coc2nc(N)nc(N)c12,113,105,104,108,106,101,112,89,104
CN(C)c1ccc(N=Nc2ccc(C(=O)O)cc2)cc1,112&107,111&110,107&104,98&111,124&96,96&101,100,75&106,106&99
O=C(COCc1c(-c2ccccc2)no[n+]1[O-])Nc1ccc(C(=O)/C=C/c2ccc(Cl)cc2)cc1,114,113,107,101,100,95,111,104,96
COC1=CC=CC2(OC)C3(O)CCCc4cccc(c43)N3C(=O)COC132 (centres undefined),97,109,107,101,104,96,95,79,99
COc1ccc2sc3nc4nc5n(c(=O)c4c(=N)n3c2c1)-c1ccccc1Sc1ccccc1-5,57,96,106,74,120,84,98,74,73
CCOC(=O)c1cn2c3c(cc(OC)cc3c1=O)C(=O)CC2,103,116,97,117,109,100,112,80,103
Cc1ncc2c(n1)-c1cnc(Nc3ccccc3)nc1CC2,90,94,101,101,107,88,62,90,99
COc1ccc(-n2c(-c3csc(NC(C)=O)n3)n[nH]c2=S)cc1,104,124,102,96,102,93,106,87,108
COc1ccc(C(=O)Nc2ccc(-c3cc(=O)c4c(OC)c(OC)c(OC)cc4o3)cc2)cc1,102,119,96,99,102,97,101,89,90
COc1ccc(NCc2cccn2Cc2ccc(Cl)cc2)cc1,99,107,105,93,99,94,92,78,101
CCCCCCCCCCCC(=O)NCCC[N+](C)(C)CC(=O)[O-],98,100,103,102,90,93,77,80,97
O=C1OC(c2ccc(Cl)c(Cl)c2)C(=O)C1=O (centres undefined),108,118,88,105,117,102,108,100,108
CC(C)(C)OC(=O)NC(CCC(=O)NC(CSc1ccc([N+](=O)[O-])cc1[N+](=O)[O-])C(=O)NCC(=O)Oc1ccccc1C1CC(=O)c2ccccc2O1)C(=O)Oc1ccccc1C1CC(=O)c2ccccc2O1 (centres undefined),72,78,89,89,89,80,63,70,94
COCCNCC(O)Cn1c2ccc(Cl)cc2c2cc(Cl)ccc21 (centres undefined),-97*,-46*,53,-6.2*,-79*,-37*,-38*,-63*,-70*
N#Cc1c(-c2cccs2)cc(-c2cnccn2)nc1SCC(=O)Nc1ccc(Cl)cc1,92,112,115,106,98,94,83,x,106
CC/C(Cc1ccccc1)=C(\c1ccc(OCCN2CCCCCC2)cc1)c1ccc(OC(=O)NCc2ccccc2)cc1,57,90,89,74,81,75,64,85,59
Cc1ccc(C2N=C(N)NC(Nc3nn[nH]n3)=N2)cc1 (centres undefined),99,124,113,99,108,98,115,96,101
O=c1[nH]cnc2c1ncn2C1OCC(O)C(O)C1O (centres undefined),105,101,94,109,99,102,114,91,106
CSc1cc(SC)ncn1,113,124,104,118,105,120,116,100,105
CCCCc1cncc(CCCC)c1,114,118,114,95,108,95,111,103,107
CC(=O)c1sc(-c2cccc(C(F)(F)F)c2)cc1N,108,91,92,103,103,98,103,66,84
Cc1ccc2c(n1)C(=O)C(Br)=C(C(C)C)C2=O,98,65,100,101,84,94,82,63,92
Fc1ccc(-c2cc(C(Cl)Cl)no2)cc1,92,98,112,108,101,96,106,114,109
C[C@@H]1NC(=O)CNC(=O)[C@H](CCCNC(=N)N)NC(=O)[C@H](Cc2ccc(O)cc2)NC(=O)[C@H](CO)NC(=O)[C@H](Cc2c[nH]c3ccccc23)NC(=O)[C@H](CCC(N)=O)NC(=O)[C@H](Cc2c[nH]cn2)NC(=O)[C@@H](Cc2ccc(O)cc2)NC(=O)CSC[C@@H](C(N)=O)NC(=O)[C@H](CO)NC(=O)[C@H](CCCNC(=N)N)NC(=O)[C@H](Cc2ccc(O)cc2)NC(=O)[C@H]([C@@H](C)O)NC1=O,106,113,118,117,124,105,124,104,116

# 3 compounds picked at random from the list so far:
SMILES,OVCAR-4,OVCAR-3,SK-OV-3,NCI/ADR-RES,OVCAR-5,NCI-H23,IGROV1,NCI-H522,OVCAR-8
COc1cc(/C(C)=C(\c2ccc(Cl)cc2)c2ccc(OCCN3CCCC3)cc2)ccc1F,52,63,108,70,75,67,40,80,69
COc1ccc(C(=O)Nc2ccc(-c3cc(=O)c4c(OC)c(OC)c(OC)cc4o3)cc2)cc1,102,119,96,99,102,97,101,89,90
CC(C)(C)OC(=O)NC(CCC(=O)NC(CSc1ccc([N+](=O)[O-])cc1[N+](=O)[O-])C(=O)NCC(=O)Oc1ccccc1C1CC(=O)c2ccccc2O1)C(=O)Oc1ccccc1C1CC(=O)c2ccccc2O1 (centres undefined),72,78,89,89,89,80,63,70,94

# Going on with the list:
SMILES,OVCAR-4,OVCAR-3,SK-OV-3,NCI/ADR-RES,OVCAR-5,NCI-H23,IGROV1,NCI-H522,OVCAR-8
COc1cc(-c2cc(=O)c3ccccc3n2C)cc(OC)c1OC,107,101,x,101,101,100,101,73,93
Cc1ccc(S(=O)(=O)NC(=O)n2cc(-c3ccncc3)c(-c3ccc(Cl)c(O)c3)n2)cc1,x,146,101,104,114,108,112,91,99
CC(C)(N)COS(=O)(=O)O,105,104,96,114,107,116,108,x,102
COc1cc(OC)c2cc(C(=O)c3cccc4ccccc34)c(=O)oc2c1,89,100,96,72,88,89,97,88,82
C=CCc1c(OCCN(C)C)ccc2ccccc12,103,101,98,93,106,97,108,104,99
O=C(NS(=O)(=O)c1cccc(Br)c1)n1cc(-c2ccncc2)c(-c2ccc(Cl)c(O)c2)n1,125,100,90,96,110,77,75,66,86
COc1cc(-c2[o+]c3cc(O)cc(OC4OC(CO)C(O)C(O)C4O)c3cc2OC2OC(CO)C(O)C(O)C2O)cc(OC)c1O (centres undefined),117,108,89,101,108,96,101,78,99
Cc1[nH]nc(-c2ccc(OCc3ccc(F)cc3)cc2O)c1Oc1ccccc1,78,83,121,86,95,82,95,57,112
O=C1/C(=C/c2cccc(OCc3ccc(Cl)cc3)c2)N=C2SCCN12,81,91,98,87,109,80,103,72,94
COc1ccccc1/C=C/C(=O)c1nnn(-c2ccc(Br)cc2)c1C,97,95,104,88,103,79,88,85,91
CCCC1OC(c2ccco2)OCC1CC (centres undefined),115,109,113,107,100,97,95,80,101
OC(c1cc2cc(Br)ccc2c2cc(Br)ccc12)C1CCCCN1 (centres undefined),x,-92*,-55*,-65*,-76*,-75*,-67*,-86*,-69*
O=C(CCCC(=O)c1ccccc1)c1ccccc1,106,108,115,89,98,93,95,90,101

# By substructure, the entries above containing an NH in an aromatic ring.
SMILES,OVCAR-4,OVCAR-3,SK-OV-3,NCI/ADR-RES,OVCAR-5,NCI-H23,IGROV1,NCI-H522,OVCAR-8
Nc1nc(N)c([N+](=O)[O-])c(=O)[nH]1,114,108,100,101,100,98,110,103,106
O=c1ccn(C2OC(F)(CO)C(O)C2F)c(=O)[nH]1 (centres undefined),105,107,93,101,103,100,112,75,98
CC1=NN(Cc2nc(-c3ccc(Cl)cc3)n[nH]2)C(=O)C1,116,105,101,99,107,97,95,x,99
Nc1cc(=O)n([C@@H]2O[C@H](CO)[C@@H](O)[C@H]2O)c(=O)[nH]1,96,109,106,100,100,95,100,97,105
COC(=O)c1[nH]cnc1/N=N/N(C)CCO,105,99,98,96,93,96,109,92,109
COc1ccc(-n2c(-c3csc(NC(C)=O)n3)n[nH]c2=S)cc1,104,124,102,96,102,93,106,87,108
Cc1ccc(C2N=C(N)NC(Nc3nn[nH]n3)=N2)cc1 (centres undefined),99,124,113,99,108,98,115,96,101
O=c1[nH]cnc2c1ncn2C1OCC(O)C(O)C1O (centres undefined),105,101,94,109,99,102,114,91,106
C[C@@H]1NC(=O)CNC(=O)[C@H](CCCNC(=N)N)NC(=O)[C@H](Cc2ccc(O)cc2)NC(=O)[C@H](CO)NC(=O)[C@H](Cc2c[nH]c3ccccc23)NC(=O)[C@H](CCC(N)=O)NC(=O)[C@H](Cc2c[nH]cn2)NC(=O)[C@@H](Cc2ccc(O)cc2)NC(=O)CSC[C@@H](C(N)=O)NC(=O)[C@H](CO)NC(=O)[C@H](CCCNC(=N)N)NC(=O)[C@H](Cc2ccc(O)cc2)NC(=O)[C@H]([C@@H](C)O)NC1=O,106,113,118,117,124,105,124,104,116
Cc1[nH]nc(-c2ccc(OCc3ccc(F)cc3)cc2O)c1Oc1ccccc1,78,83,121,86,95,82,95,57,112

# Assay outcomes from PubChem.

# An unsorted share of the library; any-hit rate near 11%.
